Assay outcomes: PubChem, IUPUI and University of Michigan
ST2 IL33 inh: IL1RL1 inhibition | Q01638 | 78,000 compounds, 2.3% hits | inhibition, % for hits at 17 µM | AlphaLISA ST2-Fc/biotin-IL-33 interaction, 1 h | AID 1259354; in the data active = inhibition above about 30%; inconclusive = mostly about 10% to 28%
Target sequence (Q01638 whole entry, looked up): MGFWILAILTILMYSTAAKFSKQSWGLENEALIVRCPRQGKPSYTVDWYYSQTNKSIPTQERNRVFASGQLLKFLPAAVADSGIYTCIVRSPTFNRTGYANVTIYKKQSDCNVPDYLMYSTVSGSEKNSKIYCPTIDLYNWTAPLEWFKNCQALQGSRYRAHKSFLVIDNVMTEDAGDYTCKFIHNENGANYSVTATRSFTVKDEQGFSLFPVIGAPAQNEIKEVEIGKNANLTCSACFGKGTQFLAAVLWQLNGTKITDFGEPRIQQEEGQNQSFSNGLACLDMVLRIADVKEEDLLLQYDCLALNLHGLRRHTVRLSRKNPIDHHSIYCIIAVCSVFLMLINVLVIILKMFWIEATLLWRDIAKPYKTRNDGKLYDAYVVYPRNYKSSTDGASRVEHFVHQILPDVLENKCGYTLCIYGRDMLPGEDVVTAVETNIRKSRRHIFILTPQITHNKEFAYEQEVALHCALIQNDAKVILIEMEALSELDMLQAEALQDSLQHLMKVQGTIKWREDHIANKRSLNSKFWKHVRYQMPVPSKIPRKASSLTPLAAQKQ
Starred values were filed as active, the others as inactive; i = inactive; ? = inconclusive. This is a subset, so the mix of outcomes need not match the whole.

SMILES | ST2 IL33 inh
CN1Cc2[nH]cnc2C[C@H]1C(=O)N1CCC(Cc2ccccc2)CC1 | ?
O=C(Cn1c(=O)[nH]c2ccsc2c1=O)NCc1cccs1 | i
O=[N+]([O-])c1ccc(N2CCC(c3ccccc3)CC2)c(S(=O)(=O)N2CCOCC2)c1 | i
CCN(CC)CCNC(=O)c1ccc(Nc2cc(-c3ccccc3)ncn2)cc1 | i
COc1cc(C)c(S(=O)(=O)N2CCN(c3nc(C)cc(N4CCCCC4)n3)CC2)cc1C | i
O=C(Nc1nccs1)c1cc(NC(=O)c2cccs2)cc(NC(=O)c2cccs2)c1 | i
COc1ccccc1CNC(=O)c1cccn1-c1nnc(N2CCCCC2)s1 | i
CC(N)(C(=O)O)c1ccc(C(=O)O)cc1 (centres undefined) | ?
CCN=C1SC(CC(=O)Nc2ccc(N3CCCCC3)cc2)C(=O)N1CC (centres undefined) | i
C[C@@H]1CN(Cc2ccc3c(c2)CN(Cc2cccn2-c2ccccn2)CCO3)C[C@H](C)O1 | i
O=C(C[C@@H]1O[C@H](CNC(=O)c2cccc(F)c2)[C@@H](O)[C@H]1O)NCCN1CCOCC1 | ?
Cc1nonc1C1CCCN1C(=O)c1cn(-c2ccccc2)nn1 (centres undefined) | i
O=C(Nc1ccc(Cl)cc1)C(O)c1ccccc1 (centres undefined) | i
Cc1ccccc1Nc1c(-c2ccc(N3CCOCC3)cc2)nc2cnccn12 | i
CCc1ccccc1NC(=O)c1cccc([N+](=O)[O-])c1 | i
C=CCN1C(=O)NC2(CCCCC2)C1=O | i
CC1=C(C(=O)Nc2ccccc2C)C(c2ccc(F)c(F)c2)C2=C(CC(C)(C)CC2=O)N1 (centres undefined) | i
Clc1ccc(OCc2nc3ccccc3[nH]2)c(Cl)c1 | i
Cc1cc(C)nc(SCC(=O)Nc2ncc(Cc3cccc(C(F)(F)F)c3)s2)n1 | i
COC(=O)c1ccc(N2C(=O)CCC2=O)cc1 | i
N#CC1=C(SCC(=O)OCc2ccccc2)NC(=O)CC1c1ccc(Cl)cc1Cl (centres undefined) | ?
CCOC(=O)c1cc2c(n(-c3ccc(OC)cc3)c1=O)CC(C)(C)CC2=O | ?
COc1ccc(C2Nc3ccccc3NC3=C2C(=O)CCC3)cc1 (centres undefined) | ?
O=C(O)COCC(=O)N[C@H]1CO[C@H]2[C@@H]1OC[C@@H]2n1nnnc1Oc1ccc(-n2cncn2)cc1 | i
CN(CCNc1ncc(F)c(N2CCOCC2)n1)S(C)(=O)=O | i
O=C(Nc1nc(-c2ccccc2)cs1)c1cncc(Br)c1 | i
CCn1c(C(C)NC(C)=O)nc2ccccc21 (centres undefined) | i
C=CCN1C(=O)c2ccccc2Sc2ccc(C(=O)NC(C)C)cc21 | i
Cc1cc(N(C)C)nc(Nc2ccc(NC(=O)CCC3CCCCC3)cc2)n1 | ?
Cc1cccc(-n2ncc3c(NCCc4ccccc4)ncnc32)c1 | ?
O=c1c2ccccc2c(-c2ccc(F)cc2)nn1-c1cc(N2CCOCC2)ccc1[N+](=O)[O-] | ?
O=C(O)c1ccc(NCc2nc3ccccc3n2Cc2ccc(Cl)cc2)cc1 | i
Cc1cccc(C(=O)NC(NC2CCS(=O)(=O)C2)C(Cl)(Cl)Cl)c1 (centres undefined) | i
CCCCOc1ccc(O)c(C(C)=O)c1 | ?
O=C(CSc1nc(-c2ccccc2)[nH]c1-c1ccc(Cl)cc1)NCc1ccco1 | i
O=c1c(-c2ccc(O)cc2)coc2cc(O)ccc12 | ?
COc1ccc(C2Nc3ccccc3NC3=C2C(=O)CC(C)(C)C3)c(OC)c1OC (centres undefined) | ?
O=C(CN1CCCN(Cc2cccc(F)c2)S1(=O)=O)Nc1ccc(F)cc1F | i
CCCc1nc(CNC(=O)Cc2cc(C)no2)cs1 | ?
N/C(=N/OC(=O)c1ccc([N+](=O)[O-])cc1)c1ccccn1 | i
COc1cc(O)c2c(=O)c(OC)c(-c3cc(O)c(OC)c(OC)c3)oc2c1 | 94%*
CC(=O)Nc1ccc(S(=O)(=O)N2CCN(c3nc(C)cc(Nc4ccc(C)cc4)n3)CC2)cc1 | ?
COc1ccc(NC(=O)CC2SC(Nc3ccccc3)NC2=O)c(OC)c1 (centres undefined) | ?
C[C@@H](Oc1ccc(Oc2cnc3ccc(Cl)cc3n2)cc1)C(=O)O | ?
CCCc1c(C)nc2ncnn2c1Sc1ccccc1NC(=O)Nc1ccc(C)c(F)c1 | ?

Reformatted with tabs: entries from further up
SMILES	ST2 IL33 inh
O=c1c2ccccc2c(-c2ccc(F)cc2)nn1-c1cc(N2CCOCC2)ccc1[N+](=O)[O-]	?
O=C(O)c1ccc(NCc2nc3ccccc3n2Cc2ccc(Cl)cc2)cc1	i
Cc1cccc(C(=O)NC(NC2CCS(=O)(=O)C2)C(Cl)(Cl)Cl)c1 (centres undefined)	i

(next part)
SMILES | ST2 IL33 inh
Cc1[nH]c2ccc(Cl)cc2c(=O)c1CN1CCCC1 | i
CCC(=O)N1CCc2cc(Br)cc(S(=O)(=O)NCCCN3CCCCCC3)c21 | i
O=[N+]([O-])c1ccc(N2CCOCC2)cc1NCc1ccco1 | i
CCc1cnc(C)nc1N(C)Cc1nc2ccsc2c(=O)[nH]1 | ?
CC(C)C1CN(C(=O)c2ccc(-n3cnnc3)cc2)CCC(=O)N1CC1CC1 (centres undefined) | i
COC(=O)C1C(=O)C2=C(CC1C)NC(C)=C(C(=O)OC1CCCCCC1)C2c1cccs1 (centres undefined) | i
COc1ccc(C(=O)O/N=C(/N)Cc2ccc(Cl)cc2)cc1 | i
COc1ccc(C(=O)N2CCN(c3ccc(Cl)cc3[N+](=O)[O-])CC2)cc1Br | ?
O=C(NCCc1ccc(F)cc1)Nc1ccccc1 | i
CC1CC(C)CN(C(=O)c2cc3c(=O)n4ccccc4nc3n2C)C1 (centres undefined) | i
Cc1ccccc1Cn1ccc(NC(=O)CCCn2nc(C)c([N+](=O)[O-])c2C)n1 | i
O=C(Nc1ccccc1C(F)(F)F)c1ccc(Cl)cc1[N+](=O)[O-] | ?
CC(=O)c1ccc(NC(=O)c2cc(S(=O)(=O)N3CCCC3)c(Cl)cc2Cl)cc1 | ?
O=C1Nc2ccccc2S/C1=C\C(=O)N1CCN(c2cccc(Cl)c2)CC1 | ?
FC(F)(F)c1ccnc(Oc2ccc(CN3CCCC3)cc2Cl)c1 | i
Cc1c(C(=O)NCc2ccco2)oc2ccc(S(=O)(=O)N3CCCC3)cc12 | i
COc1cc(CNC2CCC(C)C2)cc(OC)c1 (centres undefined) | i
CCCCN(CC(=O)N1CCCc2c1c(=O)oc1ccc(O)cc21)Cc1ccccc1 | ?
CCC1CCCCN1Cc1cc(OC)c(O)c([N+](=O)[O-])c1 (centres undefined) | i
CC(C)C(NC(=O)OC(C)(C)C)C(=O)O (centres undefined) | i
Cc1ccc(Cn2c(CCNC(=O)Nc3ccc(C)cc3Cl)nc3cccnc32)cc1 | ?
Cc1cc(C)c(C(=O)N2CC=C(c3ccccc3)CC2)c(=O)[nH]1 | i
Cc1ccc(C(=O)Nc2ccc(F)cc2)o1 | ?
Cc1cc(C)c(S(=O)(=O)NCCn2c(C)cc3ccccc32)c(C)c1 | ?
Cc1nc(C(=O)N2CCC(N3C(=O)Cc4ccccc43)CC2)cs1 | ?
Oc1ccc(-c2nc3cnccn3c2Nc2ccccc2)cc1 | i
O=[N+]([O-])c1ccc(-c2noc(-c3ccco3)n2)cc1 | ?
COC(=O)c1c(NC(=O)c2cccc(C(F)(F)F)c2)sc2c1CCN(C(C)C)C2 | i
O=[N+]([O-])c1ccccc1CN1CCCC1 | ?
CCS(=O)(=O)N1CCCC(C(=O)NC2CCCCC2C)C1 (centres undefined) | i
O=S(=O)(Nc1ccc(NS(=O)(=O)c2ccccc2)c(Cl)c1)c1ccccc1 | ?
COc1ccccc1C(=O)NCCN1CCOCC1 | i
Cc1cc(C(=O)N2CCN(C(c3ccccc3)c3ccccc3)CC2)no1 | i
CCOc1ccccc1/C=C1/SC(N2CCCCC2)=NC1=O | i
COc1ccc(CCNc2oc(COc3ccc(Br)cc3)nc2C#N)cc1 | ?
CCn1c(Oc2ccccc2)nc2c1c(=O)n(C)c(=O)n2C | i
O=[N+]([O-])c1c(N2CCCC2)c([N+](=O)[O-])c(N2CCCC2)c([N+](=O)[O-])c1N1CCCC1 | i
CCOC(=O)CC(=O)CSc1nc(-c2ccccc2)ccc1C#N | i
CCN(C(C)=O)c1nnc(CSc2nc3ccccc3s2)s1 | i
O=C(O)c1cc(-c2ccccc2)nc2ccccc12 | i
Cc1ccc(NC(=O)CNCc2cc(CC(C)C)on2)c(C)c1 | ?
N#Cc1nc(COc2ccccc2F)oc1N1CCCC1 | 53%*
O=C1CCc2cc(S(=O)(=O)N3CCC4(CCNCC4)C3)ccc2N1 | i
Cn1c(C(=O)N2CCCC(Nc3ccc(F)cc3)C2)cc2ccccc21 (centres undefined) | i
Cc1ccccc1-c1noc(CCC(=O)N(C)Cc2n[nH]c3c2CCC3)n1 | i

In a second layout: entries from further up.
mol: O=C(O)c1ccc(NCc2nc3ccccc3n2Cc2ccc(Cl)cc2)cc1
- ST2 IL33 inh: i
mol: Cc1cccc(C(=O)NC(NC2CCS(=O)(=O)C2)C(Cl)(Cl)Cl)c1 (centres undefined)
- ST2 IL33 inh: i
mol: CCCCOc1ccc(O)c(C(C)=O)c1
- ST2 IL33 inh: ?
mol: O=C(CSc1nc(-c2ccccc2)[nH]c1-c1ccc(Cl)cc1)NCc1ccco1
- ST2 IL33 inh: i

Next compounds follow:
SMILES | ST2 IL33 inh
CC1CCCC(C)N1C(=O)c1ccc(Br)cc1 (centres undefined) | i
O=C(O)c1ccc(-c2nccn2C2CCN(Cc3ccccn3)CC2)cc1 | ?
Cc1ccc(N2CCCS2(=O)=O)cc1NC(=O)Cc1ccc(Cl)cc1 | ?
Fc1cccc(CN2CCc3c([nH]c4ccccc34)C2)c1 | i
Oc1ccccc1-c1nnc2n1N=C(c1ccc(Cl)cc1)CS2 | i
Cc1ccc(N(C(=O)c2cccc(Cl)c2)C2C=CS(=O)(=O)C2)cc1C (centres undefined) | i
O=C(CSc1nc2ccccc2c(=O)n1-c1ccccc1)c1cccs1 | i
CC(C)(C)c1ccc(O)c(CN2CCC(CN)C2)c1 (centres undefined) | i
CCN1CCN(Cc2coc3ccccc3c2=O)CC1 | i
NC(=O)c1cc(-c2cccc(C(=O)O)c2)cs1 | i
c1ccc2nc3c(nc2c1)c1ccccc1n3CN1CCOCC1 | ?
Cc1cccc(CNC(=O)CN2C(=O)C3CCCN3C(=O)c3ccccc32)c1 (centres undefined) | ?
O=C(NCc1ccc(F)cc1)c1cc2nc(-c3ccco3)cc(C(F)(F)Cl)n2n1 | ?
COc1cc(C(=O)Nc2nc3ccccc3n2C)cc(OC)c1OC | i
Cn1c(C(=O)NCc2cccs2)cc2c(=O)n3ccccc3nc21 | i
COCCn1cc(C(=O)NCCCN2CCCCCC2)c2c3ccccc3n(C)c2c1=O | i
COc1cccc(NC(=O)N2CCC(n3c(C)nc4cccnc43)CC2)c1 | i
Cc1ccc(-c2nc3cccnc3n2CCN2CCN(C(=O)Nc3c(C)cccc3C)CC2)cc1 | i
CCn1nc(CC(C)C)cc1C(=O)N1C[C@H]2CC=C(C)C[C@H]2C1 | ?
COc1ccc(F)c(CN2CCCC3(CCN(C(=O)C4=CCCC4)C3)C2)c1 (centres undefined) | i
O=C(COc1ccccc1)NC1CC(=O)N(Cc2ccccc2C(F)(F)F)C1 (centres undefined) | i
COc1ccc(NC(=O)/C(=C/c2ccc3c(c2)OCO3)NC(=O)c2ccccc2OC)cc1 | i
CC(C)Cc1cc(C(=O)Nc2ccc3c(c2)OCO3)no1 | ?
CSc1ccc(-c2nc(CN3CCc4nc(N)sc4C3)c(C)o2)cc1 | ?
CCSc1nc2ccc([N+](=O)[O-])cc2[nH]1 | i
Cc1nc2ccc(Cl)cc2c2c(N)c3ccccc3n12 | ?
Cc1ccc(Nc2cc(C)nc(Nc3ccc(NC(=O)c4ccc(F)cc4)cc3)n2)cc1 | ?
CCCC(=O)NCCCc1nc2ccccc2n1CC(C)C | i
Cc1cc(C)n(CCNC(=O)CCc2c[nH]c3ccccc23)c(=O)n1 | i
O=C(Nc1cc2cccc([N+](=O)[O-])c2oc1=O)c1ccc(Cl)cc1Cl | i

Of the compounds above, 6 have a furan ring, fused or not.
SMILES | ST2 IL33 inh
O=C(CSc1nc(-c2ccccc2)[nH]c1-c1ccc(Cl)cc1)NCc1ccco1 | i
O=[N+]([O-])c1ccc(N2CCOCC2)cc1NCc1ccco1 | i
Cc1c(C(=O)NCc2ccco2)oc2ccc(S(=O)(=O)N3CCCC3)cc12 | i
Cc1ccc(C(=O)Nc2ccc(F)cc2)o1 | ?
O=[N+]([O-])c1ccc(-c2noc(-c3ccco3)n2)cc1 | ?
O=C(NCc1ccc(F)cc1)c1cc2nc(-c3ccco3)cc(C(F)(F)Cl)n2n1 | ?

Later entries:
SMILES | ST2 IL33 inh
Cc1cc(C)c(S(=O)(=O)N=C2C=CC(=O)c3ccccc32)cc1C | 47%*
O=C1CC2CS(=O)(=O)CC2N1c1ccc(Oc2ccccc2)cc1 (centres undefined) | ?
CCCN1C(=O)NC2NC(=O)N(CCC)C21 (centres undefined) | i
N#Cc1ccc(NC(=O)c2cc(-c3ccc(F)cc3)on2)cc1 | i
O=c1c2cnn(-c3ccccc3)c2ncn1Cc1cccc2ccccc12 | i
O=C(c1cc([N+](=O)[O-])ccc1N1CCOCC1)N1CCOCC1 | i
Cn1cc(Cn2cnc(-c3ccccc3)c2-c2nc3ccccc3n2C)cn1 | i
Cc1cnccc1N1CCCN(c2cc(N(C)C)ncn2)CC1 | i
COc1ccccc1N1CCN(C(=O)c2cc3c(=O)oc4ccccc4c3s2)CC1 | i
CC(C)(C)c1ccc(S(=O)(=O)N2CCc3nc4ccccc4c(C(=O)O)c3C2)cc1 | i
O=C1CC(/C=C/c2ccco2)=Nc2ccccc2N1 | ?
O=C(CN1CCOCC1)NCc1cnn2ccccc12 | ?
Cc1ccc(NC(=O)c2sc3nc4c(cc3c2N)CCC4)cc1 | i
O=C(CC12CC3CC(CC(C3)C1)C2)NC1CCCCC1 | i
CCn1c(CC2CCNCC2)nn(Cc2coc(C)n2)c1=O | i
O=C1CCCN2N=C(SCC(=O)Nc3cccc(Cl)c3)SC2=N1 | i
